TRPC4 block: inhibitors of mouse TRPC4 channel, primary screen, Fluo4 calcium, HEK293 TRPC4beta/mu-opioid cells; Short transient receptor potential channel 4 (Mus musculus), Q9QUQ5; DAMGO-evoked Fluo4 calcium flux; hits give low values; hit rate 0.39% among 300,000; B-score at 10 µM; AID 2247, 2010;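 active = B-score over 3 SD under the library average, no early fluorescence shift, positive overall ratio signal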
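Assay system – HEK293 line stably carrying TRPC4beta and mu-opioid receptor · Doses – single dose · Detection – Fluo4 calcium-dye fluorescence, kinetic read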
PolyA inh: polyadenylation inhibitors in yeast reporter cells, primary screen, luminescence, S. cerevisiae; S. cerevisiae SKY197-pL101 polyadenylation reporter, beta-gal luminescence; efflux-impaired pdr1/pdr3 knockout yeast; score 100 = 6 SD above DMSO; hit rate 0.02% among 300,000; AID 1875, 2009; calls only at 12 µM;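 active = lowest replicate activity score at least 50, where 100 means six control SD above control mean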;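 note: yeast exposed to compound for 9 h at 30 °C; higher score means more reporter readthrough which indicates perturbed polyadenylation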
KCNK3 inh: human KCNK3 channel inhibitors, primary screen, CHO cells, FluxOR thallium flux, B-score | FluxOR fluorescence; hits give low values | B-score at 10 µM | hit rate 0.84% among 340,000 | AID 602410, 2012;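 active = B-score under library mean minus 4 SD, starting fluorescence ratio at most library mean plus 5 SD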;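 note: more negative B-score means stronger inhibition of thallium flux through KCNK3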
TRPC4 agonist: activators of mouse TRPC4 channel, primary screen, Fluo4 calcium, HEK293 TRPC4beta/mu-opioid cells; Fluo4 calcium fluorescence; hits give high values; B-score at 10 µM; hit rate 0.49% among 310,000;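 active = B-score above 5 SD of library B-scores, and initial fluorescence ratio not above library mean plus 5 SD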;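 note: positive B-score marks a calcium rise read as TRPC4 activation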
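Material: HEK293 stable line with TRPC4beta plus mu-opioid receptor; technique: Fluo4 calcium-sensitive dye fluorescence, kinetic, 1 Hz baseline; timing: Fluo4 dye loading 45 min at room temperature, 110 s recording; controls: assay buffer as low control, maximal DAMGO as high control; read-out: integrated baseline-normalised fluorescence ratio, converted to per-well B score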
hERG rescue: hERG rescue from dofetilide block, primary screen, cell-based, CHO-hERG, FluxOR thallium flux, dofetilide IC70. Voltage-gated inwardly rectifying potassium channel KCNH2 (Homo sapiens), Q12809. dofetilide IC70 present. activation (rescue from dofetilide block), less the hit threshold, % at 10 µM. hit rate 0.51% among 310,000;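 active = activation above the mean of controls blocked by dofetilide plus 5 SD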;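 note: thallium influx through hERG after potassium depolarization seen as dye fluorescence rise; in these data hits start at about 4.7%; inactives centre near -7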
Dyrk1A ADPGlo: rat Dyrk1A kinase inhibitors, primary screen, biochemical, single point, plate reader | Dual specificity tyrosine-phosphorylation-regulated kinase 1A (Rattus norvegicus), Q63470 | ADP-Glo luminescence, NFATc1 peptide | inhibition, % at 12.5 µM | hit rate 0.43% among 310,000 | AID 504441, 2011; in the data active = inhibition above about 50%;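 note: plate controls were vehicle with enzyme for no effect and no enzyme for full effect; many of its hits are not listed in these tables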
KCNK9 inh: KCNK9 potassium channel inhibitors, primary screen, HEK293 cells, thallium flux. Potassium channel subfamily K member 9 (Homo sapiens), Q9NPC2. FluxOR thallium flux fluorescence; hits give low values. B-score at 10 µM. hit rate 1.2% among 310,000;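 active = ratio B-score over 3 SD below the library mean, with starting fluorescence within 5 SD of its mean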;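 note: negative B-score means less thallium flux so channel inhibition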
Target sequence (Q9NPC2 whole entry, looked up): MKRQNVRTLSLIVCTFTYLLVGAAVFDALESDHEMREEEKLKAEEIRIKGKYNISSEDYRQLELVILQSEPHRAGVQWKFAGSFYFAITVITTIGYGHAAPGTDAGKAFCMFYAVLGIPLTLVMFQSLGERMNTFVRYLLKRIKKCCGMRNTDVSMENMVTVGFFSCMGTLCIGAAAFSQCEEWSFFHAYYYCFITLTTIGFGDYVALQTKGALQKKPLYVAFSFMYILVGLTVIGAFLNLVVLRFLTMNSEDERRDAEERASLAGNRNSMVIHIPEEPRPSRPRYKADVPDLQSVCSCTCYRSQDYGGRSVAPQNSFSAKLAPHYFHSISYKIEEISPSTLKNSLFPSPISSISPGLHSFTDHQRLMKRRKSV
TRPC4 PAM: positive allosteric modulators of TRPC4, primary screen, cell-based, mouse TRPC4beta, HEK293 mu-opioid, Fluo-4 calcium | hit rate 0.42% among 310,000 | B-score at 10 µM | AID 2227, 2009 | DAMGO EC20, Fluo-4 Ca2+ flux; hits give high values | Short transient receptor potential channel 4 (Mus musculus), Q9QUQ5;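 active = B-score of calcium response area above 5 SD of library B-scores, with initial fluorescence ratio within 5 SD of library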;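 note: B-score of integrated fluorescence ratio over time as area under calcium response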
KCNQ1 inh: inhibitors of human KCNQ1 channel, primary screen, cell-based, thallium flux, high-throughput | CHO-K1 KCNQ1, FluxOR thallium flux fluorescence; hits give high values | B-score at 10 µM | hit rate 1.3% among 310,000;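 active = compounds whose thallium flux B-score, printed positive for inhibition, exceeds three library SD while starting fluorescence stays within three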;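 note: channel opened by potassium depolarization with thallium stimulus after 20 min compound exposure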
Target sequence (P51787 whole entry, looked up): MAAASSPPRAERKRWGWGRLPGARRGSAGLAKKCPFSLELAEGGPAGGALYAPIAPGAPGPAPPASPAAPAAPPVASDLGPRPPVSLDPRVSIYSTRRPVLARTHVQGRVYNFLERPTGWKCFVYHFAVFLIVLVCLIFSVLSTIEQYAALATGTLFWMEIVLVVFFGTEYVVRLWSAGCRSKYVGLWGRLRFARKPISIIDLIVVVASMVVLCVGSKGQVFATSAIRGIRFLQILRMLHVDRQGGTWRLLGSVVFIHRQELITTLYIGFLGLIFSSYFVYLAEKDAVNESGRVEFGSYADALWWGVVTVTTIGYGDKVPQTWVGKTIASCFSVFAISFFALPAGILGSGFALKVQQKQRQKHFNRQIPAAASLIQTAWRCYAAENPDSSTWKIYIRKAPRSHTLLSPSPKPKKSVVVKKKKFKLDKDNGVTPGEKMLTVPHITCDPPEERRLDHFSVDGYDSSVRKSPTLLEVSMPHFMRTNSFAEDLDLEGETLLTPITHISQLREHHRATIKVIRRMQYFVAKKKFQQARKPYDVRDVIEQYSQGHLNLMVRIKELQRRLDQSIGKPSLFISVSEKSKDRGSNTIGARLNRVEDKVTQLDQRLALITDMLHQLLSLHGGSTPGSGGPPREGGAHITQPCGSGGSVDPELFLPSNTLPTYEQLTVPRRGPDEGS
KCNQ1 act: potentiators or activators of KCNQ1 channel, primary screen, cell-based, thallium flux, high-throughput. Potassium voltage-gated channel subfamily KQT member 1 (Homo sapiens), P51787. CHO-K1 KCNQ1, thallium flux FluxOR fluorescence; hits give high values. B-score at 10 µM. hit rate 0.35% among 310,000. AID 2648, 2010;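 active = fluorescence ratio B-score, a plate-corrected score, at least three library SD, with initial intensity B-score within 5 SD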
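Material: CHO-K1 cells stably expressing KCNQ1. Medium: assay buffer for compound exposure, DMSO matched across wells. Reagent: K+/Tl+ depolarizing stimulus. Compound dosing: single-concentration screen. Times: 37 °C overnight plating, 90-min dark dye load, 20-min compound pretreatment. Technique: FluxOR Tl+ flux fluorescence.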
Platelet DG rel: inhibitors of platelet dense granule secretion, primary screen, cell-based, MLPCN, human platelets. AID 1663, 2009. hit rate 0.22% among 300,000. human platelet-rich plasma, SFLLRN dense granule ATP release, luminescence. inhibition, %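 (compounds screened at 7.5 µM in platelet-rich plasma)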;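 active = mean replicate score, as percent of positive control, at or above 50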
Starred values were filed as active, the others as inactive. This is a subset; the hit share may differ from the screen's.

Results for COCCn1c(-c2ccc3ccccc3c2)nc2c1c(=O)[nH]c(=O)n2CC(C)C ?
TRPC4 block: inactive; PolyA inh: inactive; KCNK3 inh: inactive; TRPC4 agonist: inactive; hERG rescue: -2.4; Dyrk1A ADPGlo: -1.2; KCNK9 inh: inactive; TRPC4 PAM: inactive; KCNQ1 inh: inactive; KCNQ1 act: inactive; Platelet DG rel: -4.6

Results for COc1ccc(C(=O)COC(=O)c2cc3ccccc3oc2=O)c(OC)c1 ?
TRPC4 block: inactive; PolyA inh: inactive; KCNK3 inh: inactive; TRPC4 agonist: inactive; hERG rescue: -5.6; Dyrk1A ADPGlo: 1.9; KCNK9 inh: inactive; TRPC4 PAM: inactive; KCNQ1 inh: inactive; KCNQ1 act: inactive; Platelet DG rel: -1.0

How did CCNc1sc(C(=O)OCC)c(N)c1C#N do in these assays?
TRPC4 block: inactive; PolyA inh: inactive; KCNK3 inh: inactive; TRPC4 agonist: inactive; hERG rescue: -12.8; Dyrk1A ADPGlo: 3.3; KCNK9 inh: inactive; TRPC4 PAM: inactive; KCNQ1 inh: inactive; KCNQ1 act: inactive; Platelet DG rel: 3.8

What do the screens show for `Nc1ccc(Br)cc1C(=O)O`?
TRPC4 block: inactive; PolyA inh: inactive; KCNK3 inh: inactive; TRPC4 agonist: inactive; hERG rescue: -7.3; Dyrk1A ADPGlo: -0.4; KCNK9 inh: inactive; TRPC4 PAM: inactive; KCNQ1 inh: inactive; KCNQ1 act: inactive; Platelet DG rel: -12.9

What do the screens show for `O=C(NCc1ccco1)C(c1ccccc1)N(Cc1ccccc1)C(=O)Cn1nnc2ccccc21` (stereo unspecified)?
TRPC4 block: inactive; PolyA inh: inactive; KCNK3 inh: inactive; TRPC4 agonist: inactive; hERG rescue: -4.1; Dyrk1A ADPGlo: -1.3; KCNK9 inh: inactive; TRPC4 PAM: inactive; KCNQ1 inh: inactive; KCNQ1 act: inactive; Platelet DG rel: -1.6

How did Cn1nccc1NC(=O)CSCC(=O)O do in these assays?
TRPC4 block: inactive; PolyA inh: inactive; KCNK3 inh: inactive; TRPC4 agonist: inactive; hERG rescue: -1.5; Dyrk1A ADPGlo: -2.8; KCNK9 inh: inactive; TRPC4 PAM: inactive; KCNQ1 inh: inactive; KCNQ1 act: inactive; Platelet DG rel: -4.7

How did CN(C)c1nc2c(c(=O)n(C)c(=O)n2C)n1Cc1ccccc1 do in these assays?
TRPC4 block: inactive; PolyA inh: inactive; KCNK3 inh: inactive; TRPC4 agonist: inactive; hERG rescue: -11.5; KCNK9 inh: inactive; TRPC4 PAM: inactive; KCNQ1 inh: inactive; KCNQ1 act: inactive; Platelet DG rel: 13.3

What do the screens show for `CCOc1ccc(Nc2nc(Cl)nc(N3CCN(c4ccc(OC)cc4)CC3)n2)cc1`?
TRPC4 block: inactive; PolyA inh: inactive; KCNK3 inh: inactive; TRPC4 agonist: inactive; hERG rescue: -5.2; Dyrk1A ADPGlo: -2.7; KCNK9 inh: inactive; TRPC4 PAM: inactive; KCNQ1 inh: inactive; KCNQ1 act: inactive; Platelet DG rel: 18.1

How did O=C(Oc1cccc(C(=S)N2CCCCC2)c1)c1ccccc1 do in these assays?
TRPC4 block: inactive; PolyA inh: inactive; KCNK3 inh: inactive; TRPC4 agonist: inactive; hERG rescue: -25.0; Dyrk1A ADPGlo: -4.1; KCNK9 inh: inactive; TRPC4 PAM: inactive; KCNQ1 inh: inactive; KCNQ1 act: inactive; Platelet DG rel: -0.4

Results for c1cnc2ccc(C(c3nnnn3C3CCCCC3)N3CCCCC3)cc2c1 (stereo unspecified) ?
TRPC4 block: inactive; PolyA inh: inactive; KCNK3 inh: inactive; TRPC4 agonist: inactive; hERG rescue: -9.7; Dyrk1A ADPGlo: -0.3; KCNK9 inh: inactive; TRPC4 PAM: inactive; KCNQ1 inh: inactive; KCNQ1 act: inactive; Platelet DG rel: -1.4

How did CCc1nc(SCC(=O)Nc2cc(C)on2)n[nH]1 do in these assays?
TRPC4 block: inactive; PolyA inh: inactive; KCNK3 inh: inactive; TRPC4 agonist: inactive; hERG rescue: -7.8; Dyrk1A ADPGlo: 0.6; KCNK9 inh: inactive; TRPC4 PAM: inactive; KCNQ1 inh: inactive; KCNQ1 act: inactive; Platelet DG rel: -8.1

Results for O=C(c1ccco1)N(Cc1cc2ccccc2[nH]c1=O)CC1CCCO1 (stereo unspecified) ?
TRPC4 block: inactive; PolyA inh: inactive; KCNK3 inh: inactive; TRPC4 agonist: inactive; hERG rescue: -2.2; Dyrk1A ADPGlo: -4.1; KCNK9 inh: inactive; TRPC4 PAM: inactive; KCNQ1 inh: inactive; KCNQ1 act: inactive; Platelet DG rel: 0.7

Results for Cc1ccc2[nH]c(=O)cc(C(=O)OCC(=O)c3ccc(F)cc3)c2c1 ?
TRPC4 block: inactive; PolyA inh: inactive; KCNK3 inh: inactive; TRPC4 agonist: inactive; hERG rescue: -8.5; KCNK9 inh: inactive; TRPC4 PAM: inactive; KCNQ1 inh: inactive; KCNQ1 act: inactive; Platelet DG rel: -15.1

How did CC1CCN(c2ccccc2NC(=O)c2cc([N+](=O)[O-])ccc2N2CCOCC2)CC1 do in these assays?
TRPC4 block: inactive; PolyA inh: inactive; KCNK3 inh: inactive; TRPC4 agonist: inactive; hERG rescue: -12.6; Dyrk1A ADPGlo: -9.7; KCNK9 inh: -9.82*; TRPC4 PAM: inactive; KCNQ1 inh: 8*; KCNQ1 act: inactive; Platelet DG rel: -1.1

Results for CC(=O)OC[C@H]1O[C@@H](O/N=C(\C)CCN2CCCCc3nc(C)c(C)cc32)[C@H](OC(C)=O)[C@@H](OC(C)=O)[C@@H]1OC(C)=O ?
TRPC4 block: inactive; PolyA inh: inactive; TRPC4 agonist: inactive; hERG rescue: -6.3; KCNK9 inh: inactive; TRPC4 PAM: inactive; KCNQ1 inh: inactive; KCNQ1 act: inactive; Platelet DG rel: -1.5

Results for CCCCCC(=O)NC(=S)Nc1ccccc1C(=O)OC ?
TRPC4 block: inactive; PolyA inh: inactive; KCNK3 inh: inactive; TRPC4 agonist: inactive; hERG rescue: -14.8; Dyrk1A ADPGlo: -1.4; KCNK9 inh: inactive; TRPC4 PAM: inactive; KCNQ1 inh: inactive; KCNQ1 act: inactive; Platelet DG rel: -2.0

Results for Cc1cc(=O)n2nc(N3CCCC(C(=O)N4CCN(c5ccccc5)CC4)C3)sc2n1 (stereo unspecified) ?
TRPC4 block: inactive; PolyA inh: inactive; KCNK3 inh: inactive; TRPC4 agonist: inactive; hERG rescue: -5.2; Dyrk1A ADPGlo: 4.6; KCNK9 inh: inactive; TRPC4 PAM: inactive; KCNQ1 inh: inactive; KCNQ1 act: inactive; Platelet DG rel: -1.9

Results for O=C(COc1ccc(C(=O)c2ccccc2)cc1)NCc1ccc(F)cc1 ?
TRPC4 block: inactive; PolyA inh: inactive; KCNK3 inh: inactive; TRPC4 agonist: inactive; hERG rescue: -9.9; Dyrk1A ADPGlo: 2.2; KCNK9 inh: inactive; TRPC4 PAM: inactive; KCNQ1 inh: inactive; KCNQ1 act: inactive; Platelet DG rel: 7.7

How did CC(NC(=O)c1ccccc1Br)c1nnc(SCc2ccc([N+](=O)[O-])cc2)n1C (stereo unspecified) do in these assays?
TRPC4 block: inactive; PolyA inh: inactive; KCNK3 inh: inactive; TRPC4 agonist: inactive; hERG rescue: -12.1; Dyrk1A ADPGlo: 0.6; KCNK9 inh: inactive; TRPC4 PAM: inactive; KCNQ1 inh: inactive; KCNQ1 act: inactive; Platelet DG rel: -9.7

Results for Cc1ccc(-n2cc(CN3CCN(Cc4nccn4C)CC3)c(-c3ccc(F)cc3)n2)cc1 ?
TRPC4 block: inactive; PolyA inh: inactive; KCNK3 inh: inactive; TRPC4 agonist: inactive; hERG rescue: -8.3; Dyrk1A ADPGlo: -13.6; KCNK9 inh: inactive; TRPC4 PAM: inactive; KCNQ1 inh: inactive; KCNQ1 act: inactive; Platelet DG rel: -1.7

Results for Cn1c(=O)cc(SCC(=O)NCCCN2CCN(c3ccc(F)cc3)CC2)c2ccccc21 ?
TRPC4 block: inactive; PolyA inh: inactive; KCNK3 inh: inactive; TRPC4 agonist: inactive; hERG rescue: -12.2; Dyrk1A ADPGlo: 3.8; KCNK9 inh: inactive; TRPC4 PAM: inactive; KCNQ1 inh: inactive; KCNQ1 act: inactive; Platelet DG rel: -1.3

Results for COCCCNc1nc2ccccc2nc1NS(=O)(=O)c1cccs1 ?
TRPC4 block: inactive; PolyA inh: inactive; KCNK3 inh: inactive; TRPC4 agonist: inactive; hERG rescue: -11.3; Dyrk1A ADPGlo: -4.1; KCNK9 inh: inactive; TRPC4 PAM: inactive; KCNQ1 inh: inactive; KCNQ1 act: inactive; Platelet DG rel: 2.5

Results for Cc1nn(-c2ccccc2)c(Cl)c1/C=N/NC(=O)c1ccnn1C ?
TRPC4 block: inactive; KCNK3 inh: inactive; TRPC4 agonist: inactive; hERG rescue: -9.1; Dyrk1A ADPGlo: -1.9; KCNK9 inh: inactive; TRPC4 PAM: inactive; KCNQ1 inh: inactive; KCNQ1 act: inactive; Platelet DG rel: 6.0

What do the screens show for `COc1ccc(CNC(=O)CN(C2CCCCC2)S(C)(=O)=O)cc1`?
TRPC4 block: inactive; PolyA inh: inactive; KCNK3 inh: inactive; TRPC4 agonist: inactive; hERG rescue: -5.8; Dyrk1A ADPGlo: 2.7; KCNK9 inh: inactive; TRPC4 PAM: inactive; KCNQ1 inh: inactive; KCNQ1 act: inactive; Platelet DG rel: -2.3
